Bioassay records from PubChem.
RGS8-Gao reg: regulators of human RGS8-Galphao interaction. P09471. multiplexed bead flow cytometry, RGS8-Galphao binding; actives lie on both sides. response (percent of control binding), % at 10 µM. 0.34% of 220,000 active. AID 1423; in the data active = response below about 60% or above about 140%; inactive = in between;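 also: Galphao activated as the GDP aluminium fluoride complex binding bead-coupled RGS8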
Rac1 act GTP bind: human Rac1 activated mutant GTP binding change. 0.11% of 190,000 active. P63000. percent activity (GTP binding), % at 10 µM. GST-Rac1 activated beads, fluorescent GTP binding, flow cytometry; actives lie on both sides; 100% means binding = to untreated wells;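 active = GTP binding at least 20 percentage points away from the 100% baseline, in either direction, so actives lie on both sides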
Mcl1 Noxa PPI: Mcl-1/Noxa interaction inhibition. 1.5% of 220,000 active. TR-FRET Mcl-1/Noxa peptide binding, 2 h. inhibition, % at 21.7 µM;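 active = compounds that cut the protein-peptide binding signal by more than 50% relative to plate controls in a single-dose test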;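 also: His-tagged Mcl-1 with rhodamine Noxa BH3 peptide and terbium anti-His antibody; 0% = Mcl-1 plus Noxa peptide wells and 100% = peptide-only wells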
Target sequence (Q07820 whole entry, looked up): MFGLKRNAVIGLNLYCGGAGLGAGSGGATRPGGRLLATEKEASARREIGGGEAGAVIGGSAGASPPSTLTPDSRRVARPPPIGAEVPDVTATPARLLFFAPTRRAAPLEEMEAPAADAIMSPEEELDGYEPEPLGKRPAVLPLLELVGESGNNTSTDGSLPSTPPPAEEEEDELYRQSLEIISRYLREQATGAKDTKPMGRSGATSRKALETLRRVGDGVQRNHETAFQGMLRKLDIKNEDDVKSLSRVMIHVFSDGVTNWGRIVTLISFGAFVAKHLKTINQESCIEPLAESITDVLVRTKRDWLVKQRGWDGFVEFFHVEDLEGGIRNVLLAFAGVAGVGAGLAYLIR
Cdc42 wt: human Cdc42 wildtype GTP binding change, either direction; GST-Cdc42 beads, Bodipy-GTP binding, flow cytometry; actives lie on both sides; percent activity (GTP binding), % at 10 µM; P60953; 0.2% of 190,000 active;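 active = percent activity GTP binding at least 20 points away from the 100% baseline, either down as inhibitor or up as activator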;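 also: median bead fluorescence of bound Bodipy-FL-GTP at 100 nM; 0% = excess unlabeled GTP control and 100% = no compound control; below 100% means less GTP binding so inhibitor and above means activator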
Target sequence (P60953 whole entry, looked up): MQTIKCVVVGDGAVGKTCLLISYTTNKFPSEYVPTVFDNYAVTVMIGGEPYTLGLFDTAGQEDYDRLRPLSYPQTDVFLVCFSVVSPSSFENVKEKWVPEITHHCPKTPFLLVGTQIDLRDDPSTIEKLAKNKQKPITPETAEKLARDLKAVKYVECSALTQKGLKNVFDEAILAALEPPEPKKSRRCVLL
Mcl-1 Bim block: human Bim-Mcl-1 interaction inhibition; inhibition, % at 10 µM; Bead-based flow cytometry, Bim peptide-Mcl-1 binding; 0.1% of 190,000 active; Q07820; in the data active = inhibition above about 40%;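 also: 0% = no compound tracer wells and 100% = peptide blocker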
Rac1 wt GTP bind: human Rac1 wildtype GTP binding, inhibitors and activators; P63000; GST-Rac1 beads, fluorescent GTP binding, flow cytometry; actives lie on both sides; 0 = cold GTP competed, 100 = untreated; GTP binding activity (% of control), % at 10 µM; 0.27% of 190,000 active; AID 757;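 active = GTP binding activity at least 20 points away from the 100% control level, either lower or higher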
Rab2 wt GTP: changes GTP binding to wildtype dog Rab2A, up or down | P61105 | 0.19% of 190,000 active | GTP binding activity, % at 10 µM | AID 760 | GST-Rab2 wt beads, Bodipy-GTP binding, flow cytometry;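 active = GTP binding activity at least 20 points away from 100%, either lowered or raised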;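 also: 0% = beads with excess unlabeled GTP and 100% = no-compound control corrected for plate trend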
Rab7 wt modul: alters GTP binding to wildtype dog Rab7. GST-Rab7 beads, fluorescent GTP binding, flow cytometry; actives lie on both sides; untreated = 100%, excess cold GTP = 0%. GTP binding activity (percent of control), % at 10 µM. 0.055% of 190,000 active. AID 758;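 active = fluorescent GTP binding to Rab7 beads changed by at least 20 points from the 100% baseline, either direction, mostly lower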;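 also: median green fluorescence of bound Bodipy-FL-GTP per Rab7 bead population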
Pf gametocyte: kills late stage P. falciparum gametocytes; P. falciparum stage V gametocytes, ATP luminescence, 24 h; inhibition, % at 10.9 µM; 0.065% of 150,000 active;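 active = inhibition above the mean plus 3 SD of compounds within the control limits, set per campaign, cut at about 38% in these data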;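 also: 0% = DMSO wells and 100% = medium only without gametocytes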
Mcl1 Bid PPI: Mcl-1/Bid interaction inhibition | Q07820 | TR-FRET Mcl-1/Bid-Dy647 peptide binding, 1536-well | inhibition, % at 21.7 µM | 0.97% of 220,000 active | AID 1021;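 active = compounds that cut the binding signal by more than half at the single screening dose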;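 also: His-tagged Mcl-1 with europium anti-His antibody binding Bid BH3 peptide; 0% = Mcl-1 plus peptide wells and 100% = peptide-only wells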
HRas wt GTP: human HRas wildtype GTP binding, change in either direction | 0.14% of 190,000 active | GTP binding activity, % at 10 µM | GST-Ras wt beads, Bodipy-FL-GTP binding, flow cytometry; actives lie on both sides;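 active = GTP binding activity at least 20% away from the 100% baseline, either lowered as inhibitor or raised as activator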;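 also: 0% = unlabeled GTP competition control and 100% = no-compound control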
Target sequence (P01112 whole entry, looked up): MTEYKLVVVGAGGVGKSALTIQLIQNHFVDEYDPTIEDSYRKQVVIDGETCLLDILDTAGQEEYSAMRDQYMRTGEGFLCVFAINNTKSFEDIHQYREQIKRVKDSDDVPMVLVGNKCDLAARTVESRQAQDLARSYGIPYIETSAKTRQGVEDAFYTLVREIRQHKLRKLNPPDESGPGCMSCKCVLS
Numbers without * were called inactive; x = no result given. Compounds as they come (roughly 2.9% active in at least one column).

SMILES | RGS8-Gao reg | Rac1 act GTP bind | Mcl1 Noxa PPI | Cdc42 wt | Mcl-1 Bim block | Rac1 wt GTP bind | Rab2 wt GTP | Rab7 wt modul | Pf gametocyte | Mcl1 Bid PPI | HRas wt GTP
Cn1c(SCC(=O)Nc2ccc3c(c2)OCCO3)nnc1-c1ccccn1 | 103.3 | 95.0 | -7.5 | 95.0 | -3.0 | 97.0 | 96.0 | 94.0 | -7.0 | -0.8 | 95.0
CCCOc1ccccc1C1CC(=O)NC2=C1C(=O)CCC2 (stereo unspecified) | 125.4 | 100.0 | -0.3 | 105.0 | -4.0 | 110.0 | 103.0 | 103.0 | -3.7 | -17.1 | 101.0
O=C(c1ccc2c(c1)OCCO2)C1CCN(S(=O)(=O)c2ccccc2F)CC1 | 99.7 | 97.0 | -14.1 | 101.0 | 0.0 | 100.0 | 99.0 | 98.0 | x | -4.4 | 99.0
O=C(CSc1ccc(-c2ccco2)nn1)c1cccc([N+](=O)[O-])c1 | 98.9 | 98.0 | 33.0 | 95.0 | -1.0 | 101.0 | 98.0 | 99.0 | -13.8 | -44.6 | 100.0
COc1ccc(NC(=O)N2CCCC2C(=O)NCc2ccc(C)cc2)cc1 (stereo unspecified) | 102.2 | 92.0 | -7.3 | 91.0 | 1.0 | 95.0 | 96.0 | 101.0 | -4.8 | -3.9 | 96.0
Cc1cc(S(=O)(=O)N2CC(=O)N(CCc3ccccc3)C(=O)C2)ccc1F | 98.0 | 99.0 | -2.6 | 100.0 | 0.0 | 102.0 | 98.0 | 100.0 | x | -31.0 | 101.0
C=C(C)COc1ccc(-c2nc(N)ncc2Oc2ccc(OC)cc2)c(O)c1 | 96.1 | 98.0 | 1.8 | 104.0 | 0.0 | 102.0 | 100.0 | 100.0 | 4.1 | 4.1 | 101.0
CN=C1c2cc3c(Br)c(OC)ccc3n2CCN1C | 97.5 | 101.0 | -6.0 | 102.0 | -1.0 | 103.0 | 99.0 | 96.0 | x | -18.5 | 100.0
Cc1ccc2c(c1)N(CC(=O)OC(CC(C)C)C(=O)NC1CCCC1)C(=O)CO2 (stereo unspecified) | 97.7 | 94.0 | -3.2 | 93.0 | 0.0 | 97.0 | 92.0 | 90.0 | 3.3 | -15.3 | 95.0
O=C(O)c1cccc(NC(=O)C2CCCO2)c1 (stereo unspecified) | 102.9 | 96.0 | 1.8 | 99.0 | -1.0 | 103.0 | 101.0 | 103.0 | -21.6 | -19.7 | 102.0
Cn1c(=O)oc2cc(C(=O)c3ccccc3)ccc21 | 102.0 | 92.0 | 10.2 | 94.0 | 7.0 | 93.0 | 91.0 | 91.0 | 3.0 | 16.9 | 93.0
O=C(CCCl)N(Cc1nc2ccccc2c(=O)[nH]1)Cc1cccs1 | 94.1 | 96.0 | -10.9 | 98.0 | 0.0 | 100.0 | 98.0 | 102.0 | -8.6 | -53.2 | 99.0
CCOC(=O)c1c(C)[nH]c(C(=O)/C(C#N)=C/c2ccc(OCC)cc2)c1C | 102.2 | 96.0 | -23.0 | 99.0 | -6.0 | 100.0 | 95.0 | 100.0 | 9.0 | -36.5 | 98.0
CCCCC(=O)OCC(=O)Nc1cccc(S(=O)(=O)NC2=NCCCCC2)c1 | 99.6 | 99.0 | 18.7 | 100.0 | -1.0 | 100.0 | 96.0 | 93.0 | -23.2 | -1.6 | 96.0
CC(Oc1ccc(Cl)cc1Cl)C(=O)NCCCCc1ccccc1 (stereo unspecified) | 104.3 | 94.0 | -3.5 | 97.0 | -6.0 | 96.0 | 94.0 | 90.0 | x | 11.2 | 96.0
O=c1c2c(n3nnnc3n1-c1ccccc1)-c1ccccc1CC21CCCC1 | 98.0 | 98.0 | -13.0 | 101.0 | 0.0 | 97.0 | 99.0 | 104.0 | -1.9 | -3.8 | 100.0
Cc1onc(-c2c(F)cccc2Cl)c1C(=O)N1CCN(c2ncccn2)CC1 | 96.5 | 97.0 | 7.1 | 97.0 | 0.0 | 101.0 | 97.0 | 103.0 | x | 0.8 | 99.0
O=C1CC(=C(c2ccccc2)c2ccccc2)C(=O)N1CCN1CCN(c2cccc(Cl)c2)CC1 | 100.1 | 99.0 | 16.4 | 102.0 | -16.0 | 105.0 | 98.0 | 100.0 | x | 13.0 | 100.0
COc1ccc(CCN2C(=O)c3ccncc3C2=O)cc1OC | 96.9 | 97.0 | 5.6 | 100.0 | -1.0 | 101.0 | 100.0 | 96.0 | 3.8 | -16.4 | 96.0
COc1ccc(Nc2ccc(C(=O)O)cc2[N+](=O)[O-])cc1 | 98.2 | 95.0 | 7.7 | 100.0 | 0.0 | 103.0 | 97.0 | 95.0 | -6.7 | -12.1 | 100.0

Reprinted from the part before: 2 entries, then new ones.
SMILES | RGS8-Gao reg | Rac1 act GTP bind | Mcl1 Noxa PPI | Cdc42 wt | Mcl-1 Bim block | Rac1 wt GTP bind | Rab2 wt GTP | Rab7 wt modul | Pf gametocyte | Mcl1 Bid PPI | HRas wt GTP
COc1ccc(CCN2C(=O)c3ccncc3C2=O)cc1OC | 96.9 | 97.0 | 5.6 | 100.0 | -1.0 | 101.0 | 100.0 | 96.0 | 3.8 | -16.4 | 96.0
COc1ccc(Nc2ccc(C(=O)O)cc2[N+](=O)[O-])cc1 | 98.2 | 95.0 | 7.7 | 100.0 | 0.0 | 103.0 | 97.0 | 95.0 | -6.7 | -12.1 | 100.0
O=C(O)CS(=O)(=O)c1ccc(C(F)(F)F)cn1 | 105.6 | 92.0 | 1.9 | 92.0 | -1.0 | 94.0 | 96.0 | 97.0 | 0.3 | -6.0 | 95.0
COC(=O)c1cc(C(=O)c2cc(Cl)ccc2O)coc1=N | 101.8 | 94.0 | 4.8 | 98.0 | -3.0 | 99.0 | 98.0 | 98.0 | 11.5 | -32.6 | 97.0
CC1(C)Cc2c(C#N)c(NCCc3ccccc3)nc(-c3ccco3)c2CO1 | 99.2 | 98.0 | 27.6 | 103.0 | -3.0 | 100.0 | 102.0 | 104.0 | x | 16.5 | 103.0
Cc1cc(C)c(C#N)c(SCc2ccc(C#N)cc2)n1 | 100.9 | 100.0 | -16.4 | 105.0 | -4.0 | 112.0 | 100.0 | 97.0 | 0.4 | -34.7 | 100.0
COc1ccc(N2Nc3n[nH]c(N)c3N2)cc1 | 104.2 | 98.0 | 55.6* | 99.0 | 2.0 | 106.0 | 97.0 | 98.0 | -0.2 | -6.1 | 98.0
CC(C)c1ccc(NC(=O)C(c2ccc3c(c2)OCO3)N2CCN(C(=O)c3ccco3)CC2)cc1 (stereo unspecified) | 101.1 | 98.0 | 7.2 | 103.0 | -3.0 | 106.0 | 99.0 | 99.0 | -3.9 | -28.5 | 101.0
NCCCC[C@H]1NC(=O)[C@H](CCC(=O)O)NC(=O)c2cc([N+](=O)[O-])cc(I)c2OCC[C@@H](C(N)=O)NC1=O | 98.4 | 93.0 | 11.3 | 97.0 | -6.0 | 97.0 | 96.0 | 87.0 | x | 9.6 | 93.0
CCSC1=NC(=O)/C(=C2/C=Cc3ccccc3N2CC)S1 | 97.2 | 98.0 | -18.1 | 99.0 | -1.0 | 102.0 | 97.0 | 97.0 | x | -44.4 | 100.0
Cn1c2ccccc2c2ncn(CCCN3CCOCC3)c(=O)c21 | 98.5 | 95.0 | 9.4 | 99.0 | -1.0 | 101.0 | 97.0 | 99.0 | 9.4 | -8.8 | 99.0
O=C(NCc1ccc(Cl)cc1Cl)C1CC(=O)N(Cc2ccccc2)C1 (stereo unspecified) | 100.8 | 93.0 | 10.1 | 97.0 | 1.0 | 93.0 | 96.0 | 104.0 | 6.1 | -22.9 | 100.0
COc1ccccc1OCCNC(=O)c1cc([N+](=O)[O-])cc([N+](=O)[O-])c1 | 98.8 | 93.0 | 1.8 | 96.0 | -1.0 | 96.0 | 98.0 | 101.0 | x | -45.3 | 98.0
Cc1cccc(N2C(=O)CC(N3CCN(c4ccccc4)CC3)C2=O)c1 (stereo unspecified) | 100.6 | 100.0 | 7.9 | 103.0 | 4.0 | 104.0 | 99.0 | 100.0 | 21.0 | -21.5 | 100.0
Cc1nc2sc3c(c2c(=O)[nH]1)CCC3 | 103.4 | 93.0 | -12.4 | 98.0 | 1.0 | 98.0 | 95.0 | 97.0 | -42.2 | -36.6 | 99.0
CCc1ccc(CNC(=O)C(=O)NCC2CCCO2)cc1 (stereo unspecified) | 105.5 | 98.0 | 12.1 | 98.0 | 0.0 | 103.0 | 97.0 | 99.0 | x | -2.5 | 97.0
Cc1ccc(NC(=O)c2ccc(Oc3ncccn3)cc2)cc1 | 99.4 | 94.0 | -2.6 | 98.0 | -1.0 | 96.0 | 97.0 | 97.0 | 5.7 | -31.6 | 91.0
O=C(CCCCn1c(=O)[nH]c2ccccc2c1=O)N1CCN(c2cccc(C(F)(F)F)c2)CC1 | 98.2 | 101.0 | 6.2 | 106.0 | -1.0 | 106.0 | 103.0 | 107.0 | -6.1 | -0.1 | 103.0
CN1CCN(C(=O)c2cc(C(C)(C)C)cc(C(C)(C)C)c2)CC1 | 100.5 | 96.0 | 3.1 | 101.0 | 0.0 | 101.0 | 97.0 | 94.0 | x | -17.4 | 97.0
CCOC(=O)C1CCN(c2c(C(=O)c3ccccc3)cnc3ccc(CC)cc23)CC1 | 99.3 | 94.0 | -5.1 | 92.0 | 0.0 | 95.0 | 96.0 | 103.0 | x | 12.2 | 97.0
Cc1cc(C)cc(Oc2nc3c(C)cccn3c(=O)c2/C=C(\C#N)C(=O)NC2CCS(=O)(=O)C2)c1 (stereo unspecified) | 106.7 | 100.0 | 15.8 | 99.0 | -1.0 | 105.0 | 100.0 | 101.0 | 3.9 | 31.0 | 101.0
CCOc1ccccc1C(=O)Nc1nncs1 | 98.6 | 95.0 | 16.7 | 93.0 | 3.0 | 97.0 | 91.0 | 95.0 | 24.0 | -4.2 | 93.0
N/C(=N\OC(=O)CN1C(=O)c2ccccc2C1=O)c1ccc(Cl)cc1 | 103.5 | 96.0 | 9.3 | 99.0 | 1.0 | 101.0 | 96.0 | 103.0 | 0.8 | -23.1 | 99.0
Cc1[nH]n(-c2ccccc2)c(=O)c1C(c1cccc([N+](=O)[O-])c1O)c1c(C)[nH]n(-c2ccccc2)c1=O | 68.7 | 97.0 | 25.1 | 97.0 | -4.0 | 97.0 | 95.0 | 99.0 | 7.5 | -58.6 | 98.0
O=C(CSc1nc2ccccc2s1)Nn1cnnc1 | 101.3 | 99.0 | 35.6 | 101.0 | -2.0 | 103.0 | 100.0 | 98.0 | x | 12.9 | 99.0
CCC(C)Nc1c([N+](=O)[O-])cc(C)cc1[N+](=O)[O-] (stereo unspecified) | 111.4 | 100.0 | -7.9 | 102.0 | -1.0 | 103.0 | 99.0 | 101.0 | x | -5.9 | 101.0
O=c1c2c3c(sc2nc2n1CCCC2)CCCC3 | 99.8 | 99.0 | -1.8 | 101.0 | 0.0 | 106.0 | 103.0 | 102.0 | x | -18.0 | 103.0
